M4 antag – human M4 muscarinic receptor antagonists, primary screen, CHO cells, Fluo-8 calcium fluorescence; inhibition, % at 3 µM; Muscarinic acetylcholine receptor M4 (Homo sapiens), P08173; AID 624125, 2012; CHO-hM4 cells, ACh EC80; 360,000 tested, 0.73% active;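 active = inhibition above its plate's cutoff, the mean inhibition of sample wells plus 3 SD, cut at about 27% in these data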;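 also: 0% = acetylcholine EC80 with DMSO and 100% = DMSO without agonist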
Target sequence (P08173 whole entry, looked up): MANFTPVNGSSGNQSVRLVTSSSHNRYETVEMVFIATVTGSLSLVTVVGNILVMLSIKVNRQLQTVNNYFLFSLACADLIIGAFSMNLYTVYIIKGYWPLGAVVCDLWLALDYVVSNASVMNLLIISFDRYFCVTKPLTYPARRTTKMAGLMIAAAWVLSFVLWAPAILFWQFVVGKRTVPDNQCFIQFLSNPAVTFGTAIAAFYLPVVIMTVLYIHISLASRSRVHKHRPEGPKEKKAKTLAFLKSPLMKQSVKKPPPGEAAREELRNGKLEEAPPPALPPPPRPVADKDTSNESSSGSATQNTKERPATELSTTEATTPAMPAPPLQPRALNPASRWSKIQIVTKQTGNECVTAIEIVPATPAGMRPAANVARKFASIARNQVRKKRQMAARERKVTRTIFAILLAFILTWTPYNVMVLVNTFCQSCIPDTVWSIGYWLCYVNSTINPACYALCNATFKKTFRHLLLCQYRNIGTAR
CHO-K1 Ca antag – nonselective inhibitor or artifact in parental CHO-K1 cells. inhibition, % at 3 µM. 360,000 tested, 0.6% active. ATP-induced calcium, Fluo-8 fluorescence;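 active = inhibition above a per-plate cutoff, the plate's mean sample inhibition plus 3 SD, cut at about 24% in these data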;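 also: 0% = DMSO plus EC80 ATP and 100% = DMSO alone without ATP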
CHRM5 antagonist – human M5 muscarinic receptor antagonists, primary screen, CHO cells, Fluo-8 calcium fluorescence; Muscarinic acetylcholine receptor M5 (Homo sapiens), P08912; CHO-hM5 cells, ACh EC80; inhibition, % at 3 µM; 360,000 tested, 0.59% active; AID 624040, 2012;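 active = inhibition above a per-plate cutoff, the mean of that plate's test compounds plus 3 SD, cut at about 27% in these data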;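 also: 0% = acetylcholine EC80 with DMSO and 100% = DMSO without agonist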
Target sequence (P08912 whole entry, looked up): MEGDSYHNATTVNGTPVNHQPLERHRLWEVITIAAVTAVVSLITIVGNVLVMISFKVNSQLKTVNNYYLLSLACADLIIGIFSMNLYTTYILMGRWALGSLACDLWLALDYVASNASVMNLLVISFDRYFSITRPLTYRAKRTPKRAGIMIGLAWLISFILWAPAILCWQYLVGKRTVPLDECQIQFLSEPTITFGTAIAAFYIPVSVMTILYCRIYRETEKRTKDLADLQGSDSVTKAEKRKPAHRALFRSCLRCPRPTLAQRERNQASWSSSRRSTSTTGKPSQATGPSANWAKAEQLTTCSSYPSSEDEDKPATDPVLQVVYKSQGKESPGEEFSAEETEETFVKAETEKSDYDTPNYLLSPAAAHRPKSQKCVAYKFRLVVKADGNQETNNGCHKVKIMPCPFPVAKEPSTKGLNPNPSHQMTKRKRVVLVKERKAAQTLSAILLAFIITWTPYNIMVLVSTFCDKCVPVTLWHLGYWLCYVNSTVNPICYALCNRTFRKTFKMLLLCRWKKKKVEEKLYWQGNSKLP
CHRM4 PAM – human M4 muscarinic receptor positive allosteric modulators, primary screen, CHO-K1 cells, Fluo-8 calcium fluorescence; 360,000 tested, 0.4% active; Muscarinic acetylcholine receptor M4 (Homo sapiens), P08173; AID 624126, 2012; CHO-K1 hM4/Gqi5, ACh EC20; 0% = ACh EC20, 100% = maximal ACh; activation, % at 3 µM;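 active = activation above its plate's cutoff, the mean activation of sample wells plus 3 SD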; also: some results filed as inactive read as strong as hits
M1 PAM parental – nonselective calcium activators in parental CHO-K1 cells, primary screen, counter-screen for M1 PAM project, cell-based, Fluo-8 calcium fluorescence, full deck, 1536-well; ATP EC20; 0% at ATP EC20, 100% at ATP max; 360,000 tested, 0.02% active; activation, % at 3 µM;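 active = activation above the run cutoff, the mean activation of all test compounds plus 3 SD, cut at about 40% in these data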;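 also: peak over basal fluorescence ratio in a 140 s read after ATP addition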
CHRM5 PAM – human M5 muscarinic receptor positive allosteric modulators, primary screen, CHO-K1 cells, Fluo-8 calcium fluorescence; Muscarinic acetylcholine receptor M5 (Homo sapiens), P08912; CHO-K1 hM5, ACh EC20 PAM; 0% = ACh EC20, 100% = ACh EC100; activation, % at 3 µM; 360,000 tested, 0.3% active; AID 624038, 2012;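 active = activation above the run cutoff, the mean activation of all test compounds plus 3 SD, cut at about 18% in these data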
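Replicates: One well per compound, no replicates | System: Human M5 receptor in CHO-K1 cells | Benchmarks: Low control EC20 acetylcholine (0%), high control EC100 acetylcholine (100%) | Probe or stimulus: Acetylcholine, EC20 level | Times: Fluo-8 loading 80 min at 37 °C plus 30 min room temperature | Signal: Intracellular calcium via Fluo-8 fluorescence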
M5 ag – human M5 muscarinic receptor agonists, primary screen, CHO-K1 cells, Fluo-8 calcium fluorescence; CHO-K1 hM5 cells; 0% DMSO wells, 100% maximal acetylcholine response; activation, % at 3 µM; 360,000 tested, 0.19% active; AID 624037, 2012;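 active = activation above the run's mean over test compounds plus 3 SD, cut at about 23% in these data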;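 also: signal is peak over basal fluorescence ratio across the kinetic read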
CHO-K1 Ca ag – counter-screen for M1 agonists: effect in parental CHO-K1 cells; Fluo-8 calcium fluorescence; scaled to maximal ATP response, vehicle zero; activation, % at 3 µM; 360,000 tested, 0.48% active; in the data active = activation above about 15%;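 also: untransfected CHO-K1 host cells lacking M1 receptor as counterscreen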
CHRM4 agonist – human M4 muscarinic receptor agonists, primary screen, CHO-K1 cells, Fluo-8 calcium fluorescence; Muscarinic acetylcholine receptor M4 (Homo sapiens), P08173; CHO-K1 hM4/Gqi5; vehicle 0%, full acetylcholine response 100%; activation, % at 3 µM; 360,000 tested, 0.14% active; AID 624127, 2012;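 active = activation above the run mean over all test wells plus 3 SD, cut at about 32% in these data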;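 also: peak over basal fluorescence ratio per well then scaled between controls; 0% = DMSO wells and 100% = acetylcholine at EC100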
* hit, by the source's call.

SMILES	M4 antag	CHO-K1 Ca antag	CHRM5 antagonist	CHRM4 PAM	M1 PAM parental	CHRM5 PAM	M5 ag	CHO-K1 Ca ag	CHRM4 agonist
O=C(CNC(=O)C1CCCCC1)OC(C(=O)c1ccccc1)c1ccccc1 (centres undefined)	-18	-10	-4	13	17	8	-4	0.1	4
CN1CCC/C1=C/C=C1\SC(=S)NC1=O	-5	-3	2	-4	-6	-1	9	10	9
CC1CCN(S(=O)(=O)c2ccc(NC(=O)C3CSC4(C)CCC(=O)N34)cc2)CC1 (centres undefined)	-3	9	0	5	-5	-6	0	1.4	2
Cc1ccc(/C=C/C(=O)Nc2ccc([N+](=O)[O-])cc2)o1	1	-13	3	-2	19	-6	1	6.9	11
O=C(NNC(=O)c1ccc(Br)s1)c1ccc(F)c(S(=O)(=O)N2CCOCC2)c1	3	-6	14	7	1	-10	4	3.0	4
O=C(NCc1cccs1)c1nc(-c2cccs2)no1	8	10	8	-4	-5	-2	-2	0.2	1
C#CCNC(=O)C1=C[C@H](c2cn(C(C)=O)c3ccccc23)[C@@H](CCCO)[C@H](OCC)O1	-13	-7	1	9	15	9	-5	0.2	1
Cc1ccccc1OCC(=O)N(Cc1cccs1)C1CCS(=O)(=O)C1 (centres undefined)	11	0	-9	-4	16	7	2	0.6	1
CC(=O)c1ccccc1NC(=O)COC(=O)CCC1CCCC1	-15	-9	-10	4	-9	1	0	-0.6	-1
COc1cc(C(=O)NNC(=O)CCOc2cccc(Br)c2)cc(OC)c1OC	-5	-10	-8	2	11	0	0	0.9	2
CCC(=O)Nc1ccc(N2CCC(C)CC2)cc1	0	-7	-5	-6	1	6	-5	0.0	0
O=C(Cc1ccccc1F)NC1CCCc2ccccc21 (centres undefined)	-17	-16	9	5	11	2	-5	0.3	-1
FC(F)(F)c1cccc(Cc2noc(CN3CCSCC3)n2)c1	-2	-18	14	6	-1	3	-8	1.0	0
COc1ccc(C(=O)N2c3ccccc3C(=O)OC2c2ccc3c(c2)OCO3)cc1 (centres undefined)	-7	-7	-6	4	7	0	1	-0.5	-1
Cc1ccc(S(=O)(=O)c2cc3c(=O)n4cccc(C)c4nc3n(Cc3ccncc3)c2=N)cc1	1	5	4	-4	4	-3	-6	6.6	-1
CCCn1c(N)c(Sc2ccc([N+](=O)[O-])cc2)c(=O)n(CCC)c1=O	-7	-10	-10	19	17	4	2	2.0	2
CCOC(=O)N1CCN(CC(O)COc2c(C)cccc2C)CC1 (centres undefined)	0	-3	-4	11	21	7	0	0.8	0
COCc1cc(=O)[nH]c(/N=C(\N)Nc2c(F)cccc2F)n1	-3	-7	9	1	16	5	-3	0.7	1
CCN(CCCNC(=O)COc1cc(=O)n(CC)c2ccccc12)c1ccccc1	-1	2	-2	-7	15	-4	0	2.4	3
Cc1ccccc1-c1cc2nc(Oc3cccc4ccccc34)n(C)c(=O)c2s1	5	-3	2	-2	3	0	0	0.0	0
Cc1nccn1CCOc1ccc(Cl)cc1	16	3	11	-9	-6	-15	-22	-0.1	0
CC(C(=O)N(C)Cc1ccccc1)N1CCN(C/C=C/c2ccccc2)CC1 (centres undefined)	-4	-8	7	9	5	1	-14	2.4	3
CCC(=O)N1CCc2cc(Br)cc(S(=O)(=O)NCC3CCCO3)c21 (centres undefined)	-7	-3	4	2	10	-8	0	0.2	1
COc1ccc(C(=O)c2ccc(-c3ccc(OC)cc3)nc2)cc1	0	-2	10	-5	-8	-7	-3	0.1	-1
NNc1nc2ccccc2c(=O)n1Cc1ccccc1	-20	-8	-15	5	10	2	5	1.9	5
CCC(C(=O)Nc1cccc(C(F)(F)F)c1)c1ccccc1 (centres undefined)	-1	16	2	-17	19	-19	-6	1.6	0
CCOC(=O)N1CCN(S(=O)(=O)c2ccc(-n3cnnn3)cc2)CC1	6	-9	4	-7	0	0	0	1.0	1
COc1ccccc1N1CCN(C(=O)COc2ccc(Cl)cc2Br)CC1	-2	7	-1	2	9	1	-2	8.0	2
COc1ccc(NC(=O)c2ccc(-n3cccn3)nc2)c(OC)c1	5	-4	-6	4	5	6	5	-0.2	1
O=C(C(Cl)c1ccccc1)N1CCCC1 (centres undefined)	12	-1	18	-10	6	7	-3	0.2	2
Cc1ccccc1Nc1nnc(-c2ccc(C(=O)NCCO)cc2)c2ccccc12	-2	-1	4	1	6	6	-2	0.6	2
Cc1cc(C)nc(N2C(=O)CC(Cc3ccc(Cl)cc3)C2=O)n1 (centres undefined)	-5	-11	0	0	-12	0	-4	0.1	1
COc1ccc(-c2nnc(N3CCCCC3)c3ccccc23)cc1	-7	-2	-8	-2	12	-1	-5	-0.3	1
CCc1ccc(C(=O)NC(=S)Nc2ccc(N3CCOCC3)cc2)cc1	6	1	-1	-1	-3	-1	-3	1.0	2
CCOC(=O)N1CCN(CC(=O)c2ccc3c(c2)CCN3)CC1	-7	-7	-8	10	17	0	1	0.2	1
O=C1C(=O)N(CCN2CCOCC2)C(c2ccccc2F)/C1=C(\O)c1ccc(S(=O)(=O)N2CCOCC2)cc1 (centres undefined)	-1	-3	7	-9	-6	11	-1	0.5	0
CC(C)Cn1c(N)c(C(=O)CSc2nc3ncc(Cl)cc3[nH]2)c(=O)n(C)c1=O	-6	3	12	13	3	-7	1	0.6	4
Cc1cccc(NC(=O)c2ccc3c(Cl)c4c(nc3c2)CCCC4)n1	1	-7	-7	8	19	8	0	0.6	1
COc1ccc(OC)c(CNC(=O)C2CCC(=O)N2C(C)C)c1 (centres undefined)	-8	-1	3	1	2	-4	-3	-0.3	0
COc1cc(C(=O)NNC(=O)c2ccc(NC(=O)C(C)(C)C)cc2)cc(OC)c1OC	0	-10	2	3	19	10	2	3.1	1
O=C1N=C(N2CCCCC2)S/C1=C/C1=Cc2ccccc2OC1	-5	10	1	-1	9	1	1	9.2	1
Cc1ccc(C)c2c(SC(C)C(=O)NCc3ccco3)nc(-c3ccccc3)nc12 (centres undefined)	10	-9	-7	10	15	1	-1	0.1	0
Cc1ccc(-c2cc(C(F)(F)F)n3nc(C(=O)Nc4ccon4)cc3n2)cc1C	6	-8	2	-4	12	1	0	0.0	0
O=C(NCc1cccc(CNC(=O)C(=O)NCC2CCCO2)c1)C(=O)NCC1CCCO1 (centres undefined)	0	-6	12	-2	1	-3	-2	0.2	1
c1cnn(-c2nc(N3CCOCC3)nc(N3CCOCC3)n2)c1	5	-1	4	-7	10	-4	1	0.0	1
Cc1ccc(C)c(Oc2ccc(S(=O)(=O)N3CCN(C)CC3)cn2)c1	0	-4	2	-2	16	-6	0	3.7	1
O=C(OCc1nc2scc(-c3ccccc3)c2c(=O)[nH]1)c1cc([N+](=O)[O-])ccc1Cl	6	-5	-8	0	10	-4	2	1.9	1
O=C(c1cc2n(n1)C(C(F)(F)F)CC(c1ccc(F)cc1)N2)N1CCCC1 (centres undefined)	-2	-13	-2	8	17	2	3	1.5	-1
COC(=O)c1ccc(NC(=S)NNC(=O)c2ccccc2)cc1	-3	-8	8	3	-9	-5	2	0.0	1
O=c1cc(CSc2ccccc2)nc(-c2ccccc2)[nH]1	3	-1	-6	-5	4	4	-1	0.0	1
COc1ccc(-n2ccnc(SCC(=O)NC3CCCCC3)c2=O)cc1	5	-11	-2	0	28	2	-4	2.9	2
COc1ccc(CNC(=O)[C@H](C)NC(=O)C2CCN(S(=O)(=O)c3ccc(C)cc3)CC2)cc1	3	-10	-1	-1	22	1	-5	-0.2	-1
O=C(N/N=C\c1ccc(Br)cc1)c1ccc(Cn2cccn2)o1	0	-16	2	6	25	2	-3	1.1	1
O=c1[nH]nc(SCc2nc3ccccc3s2)n1C1CC1	5	-13	5	3	10	4	-4	1.0	2
O=C(c1ccco1)N1CCCC(c2ccccc2)C1 (centres undefined)	-10	1	-7	11	11	2	-10	-0.2	-1
Clc1ccc(CSc2nnc3ccccn23)c(Cl)c1	-11	-11	9	15	11	-5	-3	1.7	0
CS(=O)(=O)c1ccc(NS(=O)(=O)c2ccc(Cl)c(C(=O)NC3=NCCS3)c2)cc1	3	-1	0	1	14	13	4	0.2	0
COc1ccc(CCNC(=O)c2ccc(CN3CCC(Cc4ccccc4)CC3)cc2)cc1OC	16	1	23	-18	6	-17	-7	1.0	7
O=C(NCCCN1CCCC1=O)NC12CC3CC(CC(C3)C1)C2	-1	-10	-6	4	16	-13	-5	0.7	1
Cc1ccc(C)c(S(=O)(=O)NCC(c2ccco2)N2CCc3ccccc3C2)c1 (centres undefined)	-11	0	11	-1	-14	-3	-3	0.0	-1
(continued)
SMILES	M4 antag	CHO-K1 Ca antag	CHRM5 antagonist	CHRM4 PAM	M1 PAM parental	CHRM5 PAM	M5 ag	CHO-K1 Ca ag	CHRM4 agonist
COc1cc(/C=N/Nc2cc(C)nc(N)n2)ccc1O	-13	-19	-4	8	21	0	-4	2.0	1
Cc1nc2c(OCc3ccc(C#N)cc3)cccn2c1N(C)Cc1cccs1	20	3	10	-13	-6	-21	1	5.1	11
O=C(c1cc2nc(-c3ccccc3)cc(-c3ccccc3)n2n1)N1CCN(C(=O)c2ccco2)CC1	3	5	8	-6	16	-11	1	2.0	6
Cc1nn(C)c(C)c1/C=N/NC(=O)CCn1cc([N+](=O)[O-])cn1	-7	2	-1	5	10	2	0	1.1	1
O=C(CNC1CCCCC1)Nc1cccc([N+](=O)[O-])c1	0	5	5	0	-25	3	0	-0.6	1
COc1cc2c(cc1OC)C(COc1ccc(C(C)C)cc1)NCC2 (centres undefined)	9	2	10	-12	-17	-4	-4	3.9	5
CCc1nnc(NC(=O)CSc2nnc(C)n2-c2ccc(C)cc2)s1	12	-6	6	13	10	-4	4	-0.2	0
CCOC(=O)C1(Cc2ccc(OC)cc2)CCN(C(=O)c2csc(C)n2)CC1	6	-9	-4	5	15	-5	-3	-0.4	1
Fc1ccc(CNC(=S)Nc2ccccc2Cl)cc1	4	-7	0	2	21	-1	-5	1.4	1
CN(C)C(=O)NC(Nc1cccc([N+](=O)[O-])c1)C(Cl)(Cl)Cl (centres undefined)	4	-7	-7	2	18	4	-5	0.6	1
CCOc1ccccc1NC(=O)CS(=O)(=O)c1cn(CC(=O)N2CCOCC2)c2ccccc12	-3	-6	-4	-2	-10	2	-1	1.1	2

Structures from the list above with a CF3 group:
SMILES	M4 antag	CHO-K1 Ca antag	CHRM5 antagonist	CHRM4 PAM	M1 PAM parental	CHRM5 PAM	M5 ag	CHO-K1 Ca ag	CHRM4 agonist
FC(F)(F)c1cccc(Cc2noc(CN3CCSCC3)n2)c1	-2	-18	14	6	-1	3	-8	1.0	0
CCC(C(=O)Nc1cccc(C(F)(F)F)c1)c1ccccc1 (centres undefined)	-1	16	2	-17	19	-19	-6	1.6	0
Cc1ccc(-c2cc(C(F)(F)F)n3nc(C(=O)Nc4ccon4)cc3n2)cc1C	6	-8	2	-4	12	1	0	0.0	0
O=C(c1cc2n(n1)C(C(F)(F)F)CC(c1ccc(F)cc1)N2)N1CCCC1 (centres undefined)	-2	-13	-2	8	17	2	3	1.5	-1

Bioassay records from PubChem.

Rows were taken by chance, and some 2.7% of all compounds hit somewhere here.
